GPR151 ag: human GPR151 activation; Q8TDV0; PathHunter beta-arrestin GPR151 cells, luminescence; activation, % at 11.2 µM; 650,000 compounds, 1% hits; in the data active = activation above about 4.9%;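 note: 0% = median of compound wells and 100% = cells with positive control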
FBW7 activator: activators of human E3 ligase FBW7; normalized activity (activation), % at 26.1 µM; Q969H0; AlphaScreen FBW7–phospho-cyclin E peptide binding, activator screen; 650,000 compounds, 0.13% hits; in the data active = normalized activity above about 1.9%;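 note: purified mutant Fbw7 with reduced substrate affinity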
Target sequence (Q969H0 whole entry, looked up): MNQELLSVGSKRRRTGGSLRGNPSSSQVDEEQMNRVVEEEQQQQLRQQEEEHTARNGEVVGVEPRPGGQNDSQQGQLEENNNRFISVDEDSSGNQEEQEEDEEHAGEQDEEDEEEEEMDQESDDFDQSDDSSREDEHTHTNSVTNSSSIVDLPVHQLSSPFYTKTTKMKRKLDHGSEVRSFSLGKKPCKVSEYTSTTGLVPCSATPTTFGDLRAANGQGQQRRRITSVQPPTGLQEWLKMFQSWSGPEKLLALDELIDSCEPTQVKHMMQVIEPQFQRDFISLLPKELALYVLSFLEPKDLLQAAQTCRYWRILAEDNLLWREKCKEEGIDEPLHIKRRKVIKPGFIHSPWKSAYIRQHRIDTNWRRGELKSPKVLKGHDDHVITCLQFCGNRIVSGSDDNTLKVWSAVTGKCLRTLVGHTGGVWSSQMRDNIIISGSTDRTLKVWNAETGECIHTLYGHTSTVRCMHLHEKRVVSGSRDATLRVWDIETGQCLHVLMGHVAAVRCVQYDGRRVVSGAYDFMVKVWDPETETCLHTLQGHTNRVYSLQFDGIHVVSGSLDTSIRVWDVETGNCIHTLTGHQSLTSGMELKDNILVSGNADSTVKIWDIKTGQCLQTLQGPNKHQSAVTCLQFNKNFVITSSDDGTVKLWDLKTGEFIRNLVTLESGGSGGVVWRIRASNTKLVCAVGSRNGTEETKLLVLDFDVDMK
MITF inh: inhibitors of human MITF; O75030; AlphaScreen MITF homodimerization, bead proximity signal; inhibition, % at 2.6 µM; 650,000 compounds, 0.91% hits; AID 1259374; in the data active = inhibition above about 50%;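 note: 0% = vehicle wells with protein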
TEAD-YAP block: TEAD-YAP interaction inhibition. 640,000 compounds, 1.4% hits. HEK-TIYL cells, TEAD-Gal4/YAP UAS-luciferase luminescence. inhibition, % at 9.12 µM. AID 1259422; in the data active = inhibition above about 32%;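 note: 0% = median of test compound wells and 100% = reference inhibitor wells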
The depositor's hits bear a star; x = no result given. An unsorted share of the library; 3.4% or so of the library scored in one or more.

SMILES	GPR151 ag	FBW7 activator	MITF inh	TEAD-YAP block
CCOC(=O)c1ccc(NC(=O)N2CCn3cnnc3C2)cc1	0.4	0.9	12.2	12.1
CCOC(=O)C1=C(C)NC2=C(C(=O)CCC2)C1c1cc2c(cc1[N+](=O)[O-])OCO2 (centres undefined)	-0.7	-0.1	7.7	23.0
Cc1ccc(-n2c(O)c(C=Nc3ccc(Cl)c(C(=O)O)c3)c(=O)[nH]c2=O)cc1	1.0	-0.2	7.0	8.2
CCN(CC)c1cc(N)c([N+](=O)[O-])c2nonc12	1.8	-0.1	-2.9	4.3
O=C(CN1N=C(c2ccccc2)CCC1=O)NCCN1CCOCC1	1.8	0.0	1.2	2.4
COc1cccc(CN2CCNC(=O)C2CC(=O)N(Cc2cnn(C)c2)C(C)C)c1 (centres undefined)	-0.7	-0.1	0.7	-5.7
Cc1cc([N+](=O)[O-])ccc1-n1c(C)cc(/C=C2/C(=O)NC(=O)N(Cc3ccco3)C2=O)c1C	-0.2	-0.1	44.1	-0.7
C=C(C)Cn1c(SCCC)nc2sc3c(c2c1=O)CC(C)(C)OC3	-0.3	0.0	1.8	6.2
COc1ccc(-c2cn3cc(C)ccc3n2)cc1F	-5.8	0.2	1.4	68.4*
Cc1[nH]c2ccccc2c1C(c1ccc2c(c1)OCO2)C(C)[N+](=O)[O-] (centres undefined)	-0.1	0.1	-4.5	16.0
COc1ccc(/C=C2\SC(=Nc3ccccc3)N(C3CCCC3)C2=O)cc1	-0.9	0.0	-3.8	-42.3
O=C(NCc1ccco1)c1cccc(N2C(=O)C3C4C=CC(C5CC45)C3C2=O)c1 (centres undefined)	-0.4	0.1	19.1	19.0
COc1cc(-c2nc3sc4c(c3c(=O)[nH]2)CCCC4)ccc1C	-1.3	0.8	22.8	-3.5
CCOC(=O)c1c(C)n(C)c2ccc(OCC(O)CNC(C)(C)C)cc12 (centres undefined)	0.9	0.1	-0.4	-3.5
CC(O)CNc1ncnc2c1c(-c1ccccc1)cn2-c1ccc(Cl)cc1 (centres undefined)	-0.6	0.0	-2.5	-8.5
CCCOC(=O)C1=C(C)NC(=O)NC1c1cccc(Br)c1 (centres undefined)	-1.1	0.3	12.1	-19.0
Cc1ccc(NC(=O)CSc2nc3c(c(=O)n2CCc2ccccc2)SCC3)cc1	0.3	-0.1	6.5	3.7
c1cc2sc3ccsc3c2s1	0.6	0.0	-0.6	-0.4
Cc1cc(C)c(C)c(OC(=O)NC(C)(C(F)(F)F)C(F)(F)F)c1	0.6	0.2	9.8	6.1
CC(C)(C)C(=O)Nc1c(C(=O)Nc2ccccc2)oc2ccccc12	3.1	0.0	0.3	8.4
COC(=O)c1ccc2nc(NC(=O)CSCC(=O)OCC(=O)c3ccc(Br)cc3)sc2c1	0.6	-0.1	12.0	4.9
CCCCCc1nnc(NC(=O)c2ccc(C(C)(C)C)cc2)s1	-1.0	0.1	2.6	0.7
CCOc1cccc2cc3c(=O)n(-c4ccc(Cl)cc4)nc-3oc12	0.4	0.0	11.3	10.0
CCOC(=O)C1=C(C)C2C3C(=O)N(c4ccccc4F)C(=O)C3C1(C)C1C(=O)N(c3ccccc3F)C(=O)C21 (centres undefined)	-0.5	-0.1	2.8	-2.5
CCCC(=O)Nc1ccc(NC(=O)CCC)nc1	3.6	-0.2	-15.2	-14.9

Reprinted at random: six records from the list.
SMILES	GPR151 ag	FBW7 activator	MITF inh	TEAD-YAP block
Cc1cc([N+](=O)[O-])ccc1-n1c(C)cc(/C=C2/C(=O)NC(=O)N(Cc3ccco3)C2=O)c1C	-0.2	-0.1	44.1	-0.7
Cc1cc(C)c(C)c(OC(=O)NC(C)(C(F)(F)F)C(F)(F)F)c1	0.6	0.2	9.8	6.1
O=C(CN1N=C(c2ccccc2)CCC1=O)NCCN1CCOCC1	1.8	0.0	1.2	2.4
CCCOC(=O)C1=C(C)NC(=O)NC1c1cccc(Br)c1 (centres undefined)	-1.1	0.3	12.1	-19.0
CC(O)CNc1ncnc2c1c(-c1ccccc1)cn2-c1ccc(Cl)cc1 (centres undefined)	-0.6	0.0	-2.5	-8.5
COc1ccc(-c2cn3cc(C)ccc3n2)cc1F	-5.8	0.2	1.4	68.4*

Reformatted: results already given.
SMILES | GPR151 ag | FBW7 activator | MITF inh | TEAD-YAP block
COc1cccc(CN2CCNC(=O)C2CC(=O)N(Cc2cnn(C)c2)C(C)C)c1 (centres undefined) | -0.7 | -0.1 | 0.7 | -5.7
c1cc2sc3ccsc3c2s1 | 0.6 | 0.0 | -0.6 | -0.4
CCOC(=O)C1=C(C)C2C3C(=O)N(c4ccccc4F)C(=O)C3C1(C)C1C(=O)N(c3ccccc3F)C(=O)C21 (centres undefined) | -0.5 | -0.1 | 2.8 | -2.5

The listing continues:
SMILES	GPR151 ag	FBW7 activator	MITF inh	TEAD-YAP block
Cc1ccc(NC(=O)CN2C(=O)N/C(=C/c3cccn3-c3ccccc3F)C2=O)cc1	-0.4	-0.1	17.2	15.7
CN(CC(=O)O)C(=S)c1ccccc1	0.2	-0.1	1.7	7.6
COC(=O)c1ccccc1N=Nc1c(N)n[nH]c1N	1.0	0.0	-1.9	-4.9
COc1ccc(CCNc2nc(-c3c(C)nn(C)c3C)nc3c2ncn3C(C)C)cc1	3.9	-0.1	3.0	-25.2
CC(=O)OCC(=O)[C@@]12OC3(CCCC3)O[C@@H]1C[C@H]1[C@@H]3CCC4=CC(=O)C=C[C@]4(C)[C@@]3(F)[C@@H](O)C[C@@]12C	2.7	-0.1	13.0	x
CC(C)(C)c1ccc(S(=O)(=O)NCc2ccc(S(N)(=O)=O)cc2)cc1	-0.9	0.4	0.6	-4.8
CCN(CC(N)=O)S(=O)(=O)c1ccc2ccccc2c1	-1.3	-0.1	-0.8	3.4
COc1ccc(C(CC(=O)NCc2ccc3c(c2)OCO3)NS(=O)(=O)c2ccc(F)cc2)cc1 (centres undefined)	-0.7	-0.2	-3.6	-1.2
CCOc1ccc(C(=O)N2CC(C)OC(C)C2)cc1OCC (centres undefined)	1.5	0.1	10.0	1.7
COc1ccccc1C(=O)N(CCCO)Cc1cc2ccc(C)c(C)c2[nH]c1=O	0.4	0.1	-2.3	-0.6
COc1ccc(NC(=O)CC2Sc3ccccc3NC2=O)cc1Cl (centres undefined)	-0.1	0.1	3.5	0.0
O=C(Nc1sc2c(c1C(=O)N1CCCCC1)CCCCC2)c1ccccc1Cl	2.3	0.1	2.4	0.2
CC(CCc1ccccc1)NC(=O)c1ccc(N)cc1 (centres undefined)	0.5	0.2	9.5	-3.5
O=C(Nc1ccc(Cl)c(N2C(=O)c3ccccc3C2=O)c1)c1ccc2ccccc2c1O	-1.4	0.3	12.9	-26.2
CCCn1c(=O)[nH]c2c(C(N)=O)nc(-c3sccc3C)nc21	0.6	0.0	-4.3	-7.5
Oc1ccccc1CNc1ccc(Br)cc1	-0.3	0.2	18.4	-20.5
O=c1c2ccccc2nc(-c2ccc(Cl)cc2)n1CCOCCOc1ccccc1F	-0.1	1.0	13.0	0.5
CCOC(=O)C1CCN(Cc2cn3c(-c4cccc(Br)c4)nnc3s2)CC1	0.3	0.1	-7.6	5.0
CCOC(=O)c1ccccc1-c1csc(Cc2nc(O)cs2)n1	0.6	0.1	8.5	8.5
COc1ccc(CN2CCN(Cc3ccc4c(c3)OCO4)CC2)cc1C	0.8	0.0	37.7	3.2
Cc1ccc(CSc2nc(CC(=O)NC3CCCC3)cs2)cc1	0.8	0.0	0.3	-8.2
COc1ccc(OCCOCCNCCO)cc1	-1.5	-0.1	11.6	1.0
Cc1ccccc1NC(=O)c1c(C)nc2sc(C(=O)c3ccc(Br)cc3)c(N)c2c1-c1ccc(C(C)C)cc1	0.4	-0.1	-7.7	-11.5
Cc1ccc(-c2nc3ccccc3o2)cc1NC(=O)c1cc(Br)ccc1Cl	0.1	-0.2	-5.2	-9.5
CN(C)C(=O)N1CCN(c2nc(-c3ccccc3)cs2)CC1	-1.1	0.2	12.1	-26.5

The list continues.
SMILES	GPR151 ag	FBW7 activator	MITF inh	TEAD-YAP block
COc1ccc(N(C(=O)COc2c(C)cccc2C)S(=O)(=O)c2ccc(Cl)cc2)cc1	-0.4	0.0	-4.7	7.9
CC(=O)c1ccc(OC(=O)C(C)(C)C)cc1	2.3	0.0	15.6	-6.8
Cc1ccc(CCNC(=O)CCCn2c(=O)c3ccccc3n(CC(N)=O)c2=O)cc1	1.1	0.0	-9.7	0.9
Cn1cc(CN2CCN(Cc3ccccc3F)C(CCO)C2)c2ccccc21 (centres undefined)	-0.2	-0.1	-8.8	-0.5
OC(CNCc1ccco1)CON=C1c2ccccc2-c2ccccc21 (centres undefined)	0.1	0.3	12.5	2.0
COc1cccc(-c2ocnc2C(=O)Nc2ccccc2C(=O)N2CCCC2)c1	-0.8	-0.1	-9.7	-2.8
CC(NC1CCN(c2ccc(C(=O)NCc3cccnc3)cc2)CC1)c1nccs1 (centres undefined)	-0.2	-0.2	2.1	-2.6
Fc1ccccc1OC1OCCOC1Oc1ccccc1F (centres undefined)	-1.8	0.1	13.2	4.4
O=C(CSCc1cccc(Cl)c1)Nc1ccc2ccccc2c1	-0.6	-0.1	-6.1	-14.5
CCCCOc1ccc(C(C)NC(=O)c2ccc(N3CCCC3=O)cc2)cc1 (centres undefined)	-0.2	0.1	3.5	-0.9
O=C(Nc1c(-c2ccccc2)nc2ccccn12)c1ccccc1Cl	-1.1	-0.2	-0.6	-7.3
COC(CN(C)C(=O)c1cnc2sc(C)c(C)n2c1=O)OC	-0.7	0.0	24.5	3.0
CCN1CCN(c2cc(C)c3cc(NC(=O)Cc4ccc(OC)cc4)ccc3n2)CC1	-0.9	0.1	5.9	4.8
COc1ccc(CCNC(=O)c2csc(Nc3cc(OC)c(OC)c(OC)c3)n2)cc1	1.3	-0.2	6.7	3.9
CCOC(=O)c1sc2nc(NC(=O)c3ccc([N+](=O)[O-])cc3)sc(=O)c2c1C	1.8	0.2	-8.5	5.6
O=[N+]([O-])c1ccccc1/C=N/Nc1nc(NCc2ccccc2)nc(N2CCOCC2)n1	-1.3	0.1	5.3	3.5
CSc1ccc(S(=O)(=O)Nc2cccc(N(C)S(C)(=O)=O)c2)cc1	2.2	-0.1	-13.0	-0.1
O=C1CN(CC(=O)Nc2c(Cl)cccc2Cl)CCN1	1.2	0.1	9.6	-3.0
C=CCn1c(SCC(N)=O)nnc1-c1cccnc1	-1.1	0.0	-3.4	3.0
O=C(CN1CCOCC1)Nc1nccs1	3.1	-0.1	-29.4	0.7
Cc1cc(-n2ccnc2)n2c(nc3ccccc32)c1C#N	-0.2	0.2	1.1	1.4
Cc1ccccc1COc1ccccc1C=O	0.0	-0.2	-7.8	0.9
O=C(NCc1cccnc1)c1ccccc1SCc1ccc(F)cc1	1.9	-0.1	-8.1	-0.7
CC(C)SCCCOc1ccccc1[N+](=O)[O-]	-0.8	-0.1	9.6	-69.5
Cc1ccc(-c2nn(CC(=O)Nc3cc(C)ccc3C)c(=O)c3ccccc23)cc1	0.3	-0.1	-4.6	6.3
Cc1nc(-c2ccccc2)sc1CCNC(=O)CC(C)C	-1.5	0.0	13.3	-28.2
Cc1ccc(Cl)cc1NC(=O)Cc1ccccc1[N+](=O)[O-]	0.8	-0.1	-3.6	-1.2
Cc1cc(CN(C)C(=O)c2ccc(OC3CCN(Cc4ccccn4)CC3)cc2)on1	0.9	0.5	8.2	13.8
CCn1nnnc1NCc1ccc(OCc2ccc(F)cc2Cl)c(OC)c1	0.0	0.7	3.5	-3.9

A second format for four compounds above.
The line under a structure holds: GPR151 ag	FBW7 activator	MITF inh	TEAD-YAP block
- OC(CNCc1ccco1)CON=C1c2ccccc2-c2ccccc21 (centres undefined)
 : 0.1	0.3	12.5	2.0
- COc1cccc(-c2ocnc2C(=O)Nc2ccccc2C(=O)N2CCCC2)c1
 : -0.8	-0.1	-9.7	-2.8
- CC(NC1CCN(c2ccc(C(=O)NCc3cccnc3)cc2)CC1)c1nccs1 (centres undefined)
 : -0.2	-0.2	2.1	-2.6
- Fc1ccccc1OC1OCCOC1Oc1ccccc1F (centres undefined)
 : -1.8	0.1	13.2	4.4
